Screening results deposited in PubChem BioAssay by The Scripps Research Institute Molecular Screening Center.
GSTO1 inh – counter-screen for RBBP9 inhibitors: inhibitors of human GSTO1; recombinant GSTO1, activity-based probe fluorescence polarization; inhibition, % at 5.96 µM; actives 1.1% (n = 300,000); AID 1974;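 active means inhibition above the campaign mean inhibition plus 3 SD, cut at about 35% in these data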;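 further: 0% = GSTO1-1 with DMSO and 100% = wells lacking GSTO1-1 enzyme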
Target sequence (P78417 whole entry, looked up): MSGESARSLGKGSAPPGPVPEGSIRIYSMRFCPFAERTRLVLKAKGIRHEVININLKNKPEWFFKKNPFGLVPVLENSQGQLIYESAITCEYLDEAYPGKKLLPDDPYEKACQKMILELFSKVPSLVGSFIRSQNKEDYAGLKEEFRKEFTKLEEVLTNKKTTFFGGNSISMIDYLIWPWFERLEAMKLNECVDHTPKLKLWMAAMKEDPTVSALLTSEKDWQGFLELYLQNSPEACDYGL
LYPLA1 counter – counter-screen for PME1 inhibitors: inhibitors of human LYPLA1. AID 2174. O75608. recombinant LYPLA1, FP-Rh probe fluorescence polarization. actives 0.16% (n = 320,000). inhibition, % at 5.9 µM;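 active means inhibition above the mean of all tested compounds plus 3 SD, set per campaign, cut at about 14% in these data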;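 further: inhibitors block serine hydrolase probe labeling of LYPLA1 so polarization falls; 0% = enzyme with DMSO and 100% = wells lacking LYPLA1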
pPAFAH FP inh – inhibitors of human plasma PAF acetylhydrolase (pPAFAH); Q13093; recombinant pPAFAH, FP-rhodamine probe fluorescence polarization; actives 1.5% (n = 330,000); inhibition, % at 3.39 µM; AID 463082;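 active means inhibition above the mean inhibition across the screen plus 3 SD, cut at about 25% in these data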;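 further: inhibitors block binding of the rhodamine activity-based probe so polarization drops; 0% = enzyme with DMSO and 100% = wells lacking pPAFAH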
Fam108B counter – Fam108B inhibition, counter-screen for RBBP9 inhibitors; recombinant Fam108B, FP-Rh probe fluorescence polarization; inhibition, % at 9.51 µM; actives 0.33% (n = 300,000); AID 1947;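 active means inhibition above the screen mean inhibition plus 3 SD, computed separately per campaign, cut at about 18% in these data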;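 further: inhibitors lower polarization as less probe binds the enzyme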
PME-1 inh – PME-1 (human) inhibition; Q9Y570; recombinant PME-1, FP-Rh probe fluorescence polarization; inhibition, % at 5.9 µM; actives 0.53% (n = 320,000);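 active means inhibition above the campaign mean of all compounds plus 3 SD, cut at about 26% in these data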;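 further: competitive labeling of PME-1 active site by serine hydrolase directed probe; 0% = PME-1 with DMSO and 100% = wells lacking PME-1 enzyme; inhibitors block probe labeling so polarization falls and inhibition rises; many of its hits are not listed in these tables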
Target sequence (Q9Y570 whole entry, looked up): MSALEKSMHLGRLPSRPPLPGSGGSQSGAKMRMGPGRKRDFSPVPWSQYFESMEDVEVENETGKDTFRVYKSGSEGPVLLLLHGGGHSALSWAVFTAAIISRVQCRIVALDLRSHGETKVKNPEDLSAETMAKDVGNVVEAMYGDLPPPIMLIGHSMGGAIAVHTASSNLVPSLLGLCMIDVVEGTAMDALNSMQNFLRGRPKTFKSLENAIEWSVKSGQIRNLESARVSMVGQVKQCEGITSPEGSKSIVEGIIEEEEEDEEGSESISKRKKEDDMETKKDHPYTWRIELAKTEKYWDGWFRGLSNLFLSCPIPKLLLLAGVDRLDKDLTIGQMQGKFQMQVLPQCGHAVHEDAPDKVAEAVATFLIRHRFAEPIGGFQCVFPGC
PAD4 inh – blocks human protein arginine deiminase 4; actives 0.41% (n = 330,000); recombinant PAD4, RCA probe fluorescence polarization; inhibition, % at 6.36 µM; Q9UM07;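 active means percent inhibition above a cutoff equal to the mean of all tested compounds plus 3 SD, cut at about 15% in these data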;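 further: 0% = PAD4 with RCA probe and DMSO and 100% = probe without PAD4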
PAFAH1B3 FP inh – PAFAH1B3 (human) inhibition. Q15102. recombinant PAFAH1B3, FP-rhodamine probe, fluorescence polarization. inhibition, % at 3.39 µM. actives 0.28% (n = 340,000). AID 492972;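 active means inhibition above the screen-wide average of all tested compounds plus 3 SD, cut at about 25% in these data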;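 further: 0% = enzyme with DMSO only and 100% = wells lacking PAFAH1B3 protein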
Target sequence (Q15102 whole entry, looked up): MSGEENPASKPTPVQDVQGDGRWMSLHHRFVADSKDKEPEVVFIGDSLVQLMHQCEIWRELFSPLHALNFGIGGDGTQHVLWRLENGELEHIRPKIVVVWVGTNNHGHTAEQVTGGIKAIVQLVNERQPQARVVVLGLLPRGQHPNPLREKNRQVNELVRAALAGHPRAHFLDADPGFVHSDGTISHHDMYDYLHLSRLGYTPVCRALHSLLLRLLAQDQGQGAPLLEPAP
PAFAH2 inh – inhibitors of human PAFAH2; actives 0.99% (n = 340,000); recombinant PAFAH2, FP-rhodamine activity probe, fluorescence polarization; inhibition, % at 3.39 µM; Q99487; AID 492956;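 active means inhibition above the mean over all tested compounds plus 3 SD, cut at about 30% in these data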;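 further: inhibitors block probe labeling of enzyme so polarization drops; 0% = enzyme with DMSO and 100% = wells lacking PAFAH2 protein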
PAFAH1B2 inh – PAFAH1B2 (human) inhibition | P68402 | actives 1.2% (n = 340,000) | inhibition, % at 3.39 µM | recombinant PAFAH1B2, FP-rhodamine activity probe, fluorescence polarization | AID 492953;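 active means inhibition above the mean of all tested compounds plus 3 SD, cut at about 24% in these data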;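 further: 0% = enzyme with DMSO and 100% = wells lacking PAFAH1B2; many of its hits are not listed in these tables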
Target sequence (P68402 whole entry, looked up): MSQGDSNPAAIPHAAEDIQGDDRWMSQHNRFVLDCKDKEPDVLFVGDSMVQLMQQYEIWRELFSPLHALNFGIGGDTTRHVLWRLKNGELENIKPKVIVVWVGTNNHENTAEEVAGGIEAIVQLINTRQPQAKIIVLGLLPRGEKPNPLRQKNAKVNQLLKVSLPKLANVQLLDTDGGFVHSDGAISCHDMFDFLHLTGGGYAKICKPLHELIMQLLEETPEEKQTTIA
Numbers without * were called inactive; . = no result given. A portion of the library (hit frequency here may not be typical).

structure,GSTO1 inh,LYPLA1 counter,pPAFAH FP inh,Fam108B counter,PME-1 inh,PAD4 inh,PAFAH1B3 FP inh,PAFAH2 inh,PAFAH1B2 inh
Cc1ccccc1NC(=O)COc1ccc(S(=O)(=O)N2CCCC2)cc1C,3,-3,-1,-6,3,-9,3,2,2
CCOC(=O)c1c(/N=C/c2ccc(O)cc2O)sc2c1CCC2,4,-5,14,12,1,-13,.,.,.
COc1cccc(OC)c1C(=O)Nc1ccc(C)cc1C(=O)c1ccccc1,3,-2,-1,-2,0,-1,13,11,6
O=c1c2[nH]c3ccccc3c2ncn1Cc1ccncc1,-4,-2,3,-2,-10,-3,8,4,5
COc1ccc(CC(NC(C)=O)C(=O)N2CCN(C(=O)N(C(C)C)C(C)C)CC2)cc1 (centres undefined),1,-3,2,1,-2,4,-3,1,2
S=C(NCC1CCCO1)Nc1cccc2ccccc12 (centres undefined),-1,-3,-2,4,4,1,7,2,-2
COc1ccc2c(CC#N)c[nH]c2c1,4,3,-1,0,5,4,4,6,1
CC(C)COc1cccc(C(=O)NC(=S)NCc2cccnc2)c1,-9,-2,2,0,-1,-4,0,-1,0
CC(=O)Nc1ccc(NC(=O)C2CCN(S(=O)(=O)c3ccc4c(c3)OCCO4)CC2)cc1,.,0,-1,.,-1,-6,8,2,0
COc1cc2c(cc1OC)CN(c1ccc([N+](=O)[O-])cc1C#N)CC2,0,2,13,6,8,3,9,14,12
Nn1c(SCC(=O)NC2CCCCC2)nnc1C1CC1,2,-1,-10,-3,-5,-2,-13,-6,1
C=CCNc1nc(Nc2ccccc2F)nc(OCC)n1,-2,3,9,4,1,-1,4,-2,1
COc1cccc(C2=CC(c3cccc(OC)c3OC(F)F)n3nnnc3N2)c1 (centres undefined),-12,0,-3,-8,-1,-7,2,-1,5
O=S(=O)(c1cccs1)N1CCC(CO)(Cc2ccc(Cl)cc2)CC1,-6,3,-1,-3,1,-6,4,4,23
Cc1nn(-c2cccc(C(F)(F)F)c2)c(Cl)c1/C=N/n1cnnc1,-5,7,1,0,-2,-2,2,-4,-1
Cc1cc(C(=O)Cn2cc(C(F)(F)F)ccc2=O)c(C)n1CC1CCCO1 (centres undefined),.,-4,1,.,-11,-3,7,4,1
Cc1cc(C)c(OCCCCN2CCC(C)CC2)c(Br)c1,-2,-2,-1,-1,-1,-9,6,5,11
CCCCOC(=O)Cn1c(=O)c2c(nc3n2CCCCN3c2ccc(C)cc2)n(C)c1=O,5,-1,8,-2,-4,-1,6,6,2
Cc1ccc(-n2nnnc2-c2cnc3cc4c(cc3c2C)OCO4)cc1,5,-4,3,3,1,3,-1,-19,-3
CN(CCc1ccccn1)C(=O)CCC1CCCN(C(=O)CCOc2ccccc2)C1 (centres undefined),11,-4,1,-1,5,0,-10,0,3
CCOC(=O)C1CCN(C(=O)COc2ccc(Cl)cc2)CC1,-2,-3,3,-1,1,-1,-4,3,-3
CN(C)C1(CNC(=O)C2CCN(S(=O)(=O)c3cc(Cl)ccc3Cl)CC2)CCCCC1,-6,1,2,0,1,-3,5,-2,-3
O=C(c1n[nH]c(=O)c2ccccc12)N1CCN(S(=O)(=O)c2ccccc2Cl)CC1,.,0,-5,.,2,-5,3,3,4
Brc1cc2c(cc1CSc1ncccn1)OCO2,4,3,5,3,2,-1,0,16,12
C[C@H]1CN([C@@H](C)CO)C(=O)c2cc(NC(=O)Nc3cccc4ccccc34)ccc2O[C@@H]1CN(C)Cc1ccc(-c2ccccc2)cc1,.,.,-3,.,.,-14,-37,-82,-13
Cc1ccc(NC(=O)CSc2nc(N)c3c4c(sc3n2)CSC(C)(C)C4)cc1,-9,-24,-10,-24,-28,1,4,-18,7
CC(C)N(CCO)C(=O)CCc1nnc(Cc2cccc(C(F)(F)F)c2)o1,6,-1,-6,-2,2,4,1,0,-2
O=C(CN1C(=O)NC2(CCCC2)C1=O)OCc1ccc(Br)cc1,8,3,1,2,0,1,4,5,5
Cc1ccc(C2C(C#N)=C(N)Oc3c2sc2ccccc32)o1 (centres undefined),11,-2,38*,4,6,-6,.,.,.
CCCCCCCC1CC(=O)C=C(C)C1C(=O)OCC (centres undefined),10,2,6,0,3,1,.,.,.

Next entries follow.
structure,GSTO1 inh,LYPLA1 counter,pPAFAH FP inh,Fam108B counter,PME-1 inh,PAD4 inh,PAFAH1B3 FP inh,PAFAH2 inh,PAFAH1B2 inh
Cc1ccc(C2=NOC3(CC(=O)N(c4ccc(C)cc4)C3=O)C2)cc1 (centres undefined),-14,0,0,-1,-1,-4,1,-5,12
CCN1CCN(C(=O)CN(c2ccccc2C)S(C)(=O)=O)CC1,1,1,5,0,4,2,2,-8,4
FC(F)(F)c1nc2ccccc2c2nc3ccccc3n12,6,-5,0,-1,-6,-1,-2,0,-4
Cc1ccc(NCc2nnc(SCC(=O)O)n2-c2ccc(C)cc2)cc1,-4,5,7,2,-3,-4,0,-3,16
O=C(Oc1ccc(Br)cc1)C1CC(=O)N(c2ccc(F)cc2)C1 (centres undefined),5,-2,8,-7,1,-1,4,4,10
CC1(C)Cc2ccccc2C(=O)N1,-2,0,4,2,-1,-2,5,3,0
Cc1nc(CNC(=O)C2CCC(=O)N(Cc3cccc(F)c3)C2)sc1C (centres undefined),0,1,-2,-3,4,-5,-6,6,-8
O=C(Nc1cccc(S(=O)(=O)N2CCCCC2)c1)c1ccc([N+](=O)[O-])o1,-11,-3,9,-4,7,-4,0,0,5
COc1cc(C(=O)NC2CCN(CC(=O)Nc3cccc(C)c3C)CC2)cc(OC)c1OC,1,-3,4,0,10,-2,14,0,1
COC(=O)c1c(N2C(=O)[C@H]3[C@@H](C2=O)[C@]2(C(=O)Nc4ccc(C)cc42)N2CCC[C@@H]32)sc(C)c1C,1,-4,3,-4,-6,-3,.,.,.
Cc1cccc(Cc2c(C)nc3nc(SCC(=O)O)nn3c2C)c1,-2,2,1,3,4,-2,-1,0,-5
CC(=O)n1cc([C@H]2C=C(C(=O)Nc3ccccc3)O[C@@H](OCc3ccc(CO)cc3)C2)c2ccccc21,-12,-16,1,-17,-22,-2,7,-18,-4
CCC(=O)Nc1ccc2nn(-c3ccc(F)cc3)nc2c1,-1,-4,-4,-7,-13,-13,3,-3,2
N#Cc1ccc(NC(=O)COC(=O)c2ccc(F)c(S(=O)(=O)N3CCOCC3)c2)cc1,.,-5,7,.,-5,-3,10,48*,1
Cc1ccc2c(c1)oc(=O)n2CC(=O)c1ccccc1,-2,0,-1,2,5,4,10,9,6
CCOC(=O)c1nnn(-c2nonc2N)c1CNc1ccc(C)c(Br)c1,-3,1,13,3,8,2,0,-3,0
COC(=O)c1cc(COc2ccc3ccc(=O)oc3c2)c(C)o1,-1,-4,-3,1,1,-2,0,2,-3
Nc1nc(NC(=O)/C=C/c2ccccc2)nn1-c1ccccc1,9,0,4,2,-1,-3,10,-4,1
CC(=O)c1ccc(-c2ccc(C(=O)N(C)Cc3nc4ccccc4c(=O)[nH]3)o2)cc1,.,-2,0,.,9,1,6,2,-1
COCCSc1nnc(NC(=O)Cc2ccc(OC)cc2)s1,8,1,0,0,2,0,6,5,7
COc1ccccc1NC(=O)c1ccc(N2CC3CC(C2)c2cccc(=O)n2C3)c(NC(=O)c2cccnc2)c1 (centres undefined),3,-1,13,3,-1,5,6,-6,6
C=CCN1CC(=O)N2Cc3[nH]c4ccccc4c3C[C@H]2C1=O,8,-2,1,1,6,-2,1,4,2
CC(=O)Nc1ccc(S(C)(=O)=O)c(C)c1,8,-3,-4,-1,-5,3,0,3,2
O=C(CCN1C(=O)/C(=C/c2ccc(F)cc2)SC1=S)Nc1cc([N+](=O)[O-])ccc1O,16,-3,5,11,3,-7,8,65*,6
Clc1ccc(C=NC23CN4CN(CN(C4)C2)C3)cc1,-4,0,4,8,-2,3,1,2,-5
Cc1cc(NC(=O)c2ccccc2NS(=O)(=O)c2c(C)c(C)cc(C)c2C)no1,4,-1,10,2,-4,-9,7,4,4
CC(=O)c1cccc(N(CC(=O)NC2CCCCC2)C(=O)CNC(=O)c2cccs2)c1,0,0,-6,-2,-7,-1,2,3,9
O=C(c1ccc(S(=O)(=O)N2CCCC2)cc1)N(Cc1ccco1)C1CCS(=O)(=O)C1 (centres undefined),-4,-1,-2,-4,2,-2,2,5,5
CCOC(=O)c1ccc(N2C(=O)CC(N3CCCC(C)C3)C2=O)cc1 (centres undefined),7,-2,-2,0,3,-2,4,0,0
c1cc(SSc2ccncc2)ccn1,9,0,-6,-4,1,6,5,7,5

(listing goes on)
structure,GSTO1 inh,LYPLA1 counter,pPAFAH FP inh,Fam108B counter,PME-1 inh,PAD4 inh,PAFAH1B3 FP inh,PAFAH2 inh,PAFAH1B2 inh
Cc1c(S(=O)(=O)N2CCN(C(=O)c3ccco3)CC2)c(=O)n(C)c(=O)n1C,-2,0,1,-2,-2,-1,-2,2,3
COc1ccc([N+](=O)[O-])cc1N(CC(=O)N1CCN(Cc2ccccc2)CC1)S(C)(=O)=O,6,-3,-1,-4,-3,0,14,-4,2
C=CCOC(=O)c1ccc(-n2cnc(C)n2)nc1,7,2,-2,8,11,4,-5,-3,4
Cc1nnc(SC(C)C(=O)Nc2ccc(S(=O)(=O)N3CCCCCC3)cc2)s1 (centres undefined),0,3,10,-3,-5,-3,4,-1,4
Cc1ccc(Sc2ncccc2COC(=O)NC(C)C)cc1,-5,-1,2,2,-1,-3,4,2,9
CC(Oc1ccc(Cl)cc1Cl)C(=O)OCC(=O)c1c(N)n(C)c(=O)n(C)c1=O (centres undefined),.,-3,3,.,-7,-4,4,-3,5
COc1ccc(C(CCNCc2ccc(OC(C)C)cc2)c2ccccc2OC)cc1 (centres undefined),3,-3,2,-3,2,0,10,1,-1
CCCCCCCOC(=O)c1nc(Cl)c(Cl)c(N)c1Cl,4,-6,0,-9,-12,-9,-9,2,-1
O=C(Oc1ccccc1N1C(=O)CCC1=O)c1ccco1,7,-4,5,-1,-2,-2,5,8,2
Cc1cc(C)nc(SCc2ccc3nonc3c2)n1,-8,-3,-2,0,2,2,5,-7,-6
COc1ccccc1CC(=O)Nc1cccc(C(=O)Nc2nccs2)c1,5,-5,0,0,-3,1,6,-4,0
CC(C)(C)OC(=O)N[C@@H](Cc1ccccc1)c1nnc(SCC(=O)c2ccc(Cl)cc2)o1,18,-4,2,-5,-1,2,2,2,3
O/N=C\c1cccn1-c1nccs1,0,1,-1,2,3,1,-5,-4,0
Cc1nn(Cc2c(F)c(F)c(F)c(F)c2F)c(C)c1NC(=O)c1ccc(COc2ccc(F)cc2)o1,-5,3,10,2,-7,2,2,-2,4
Nc1nnc(SCC(=O)NNC(=O)c2ccc([N+](=O)[O-])cc2)s1,.,3,-1,.,5,5,2,1,6
CN(Cc1cn(C)nc1-c1ccc(Oc2ccccc2)cc1)Cc1cnc2ccccn12,-7,2,8,-3,7,2,3,-4,4
COc1cccc(CNCC(=O)NC(=O)NC2CCCC2)c1,.,.,0,.,.,2,6,-2,3
CCOc1ccc2nc(NC(=O)C3CCCN(S(=O)(=O)c4c(C)noc4C)C3)sc2c1 (centres undefined),-2,-5,1,0,-1,2,9,-4,7
COc1ccc(C(=O)NCc2ccncc2)cc1S(=O)(=O)N1CCOCC1,.,-2,-5,.,-1,0,8,4,-11
O=[N+]([O-])c1cccc(-n2nnnc2CN2CCCCCC2)c1,-2,-4,4,-1,3,3,5,1,7
Cc1nc(SCC(=O)Nc2nnc(C(C)C)s2)n[nH]1,3,-5,2,0,2,-4,5,2,2
